L929 necroptosis = L929 zVAD cell death inhibition; L929 zVAD necroptosis rescue, ATP luminescence, 24 h; with zVAD 60 µM; viability rescue, % at 10 µM; 0.38% of 220,000 active;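 active means activation, scaled between plate controls, above about 75%, limit read from the data; inactive means activation under that limit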;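 further: 0% = zVAD with DMSO and 100% = DMSO alone without zVAD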
Rad51 HR inh = Rad51 (human) homologous recombination inhibition. 0.085% of 200,000 active. Q06609. inhibition, % at 10 µM. hRad51 DNA strand exchange, fluorescence dequenching. AID 1385;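 active means inhibition above 40% at the single screening dose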;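 further: 0% = DMSO control wells and 100% = blanks with heterologous ssDNA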
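Material: Human Rad51 nucleoprotein filaments preassembled on unlabelled ssDNA | Also added: Labelled 47-mer dsDNA for strand exchange | Dosing: Single dose, 10 µM final compound | Schedule: 30-min compound preincubation and 15-min exchange, both room temperature | Technique: Fluorescence dequenching at 485/520 nm | Measure: Percent inhibition relative to plate controls and blanks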
FXIIa inh 1536 = inhibitors of human coagulation factor XIIa. 0.3% of 220,000 active. P00748. purified FXIIa, Boc-QGR-AMC fluorogenic substrate, 2 h. inhibition, % at 5 µM; in the data active means inhibition above about 40%;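 further: 0% = enzyme with no compound and 100% = blank without enzyme; many of its hits are not listed in these tables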
KCC2 mod = KCC2 (human) Cl- transport modulation; Q9H2X9; KCC2 cells, thallium flux FluoZin-2 fluorescence; B-score of Tl+ flux slope (higher = more flux/activation; lower = inhibition) at 10 µM; 2.2% of 190,000 active;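 active means thallium flux slope and its plate-corrected score both differing from the plate sample mean at a set confidence after two filtering rounds, in either direction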;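 further: slope of fluorescence scaled to starting intensity during 10 to 20 s after thallium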
Target sequence (Q9H2X9 whole entry, looked up): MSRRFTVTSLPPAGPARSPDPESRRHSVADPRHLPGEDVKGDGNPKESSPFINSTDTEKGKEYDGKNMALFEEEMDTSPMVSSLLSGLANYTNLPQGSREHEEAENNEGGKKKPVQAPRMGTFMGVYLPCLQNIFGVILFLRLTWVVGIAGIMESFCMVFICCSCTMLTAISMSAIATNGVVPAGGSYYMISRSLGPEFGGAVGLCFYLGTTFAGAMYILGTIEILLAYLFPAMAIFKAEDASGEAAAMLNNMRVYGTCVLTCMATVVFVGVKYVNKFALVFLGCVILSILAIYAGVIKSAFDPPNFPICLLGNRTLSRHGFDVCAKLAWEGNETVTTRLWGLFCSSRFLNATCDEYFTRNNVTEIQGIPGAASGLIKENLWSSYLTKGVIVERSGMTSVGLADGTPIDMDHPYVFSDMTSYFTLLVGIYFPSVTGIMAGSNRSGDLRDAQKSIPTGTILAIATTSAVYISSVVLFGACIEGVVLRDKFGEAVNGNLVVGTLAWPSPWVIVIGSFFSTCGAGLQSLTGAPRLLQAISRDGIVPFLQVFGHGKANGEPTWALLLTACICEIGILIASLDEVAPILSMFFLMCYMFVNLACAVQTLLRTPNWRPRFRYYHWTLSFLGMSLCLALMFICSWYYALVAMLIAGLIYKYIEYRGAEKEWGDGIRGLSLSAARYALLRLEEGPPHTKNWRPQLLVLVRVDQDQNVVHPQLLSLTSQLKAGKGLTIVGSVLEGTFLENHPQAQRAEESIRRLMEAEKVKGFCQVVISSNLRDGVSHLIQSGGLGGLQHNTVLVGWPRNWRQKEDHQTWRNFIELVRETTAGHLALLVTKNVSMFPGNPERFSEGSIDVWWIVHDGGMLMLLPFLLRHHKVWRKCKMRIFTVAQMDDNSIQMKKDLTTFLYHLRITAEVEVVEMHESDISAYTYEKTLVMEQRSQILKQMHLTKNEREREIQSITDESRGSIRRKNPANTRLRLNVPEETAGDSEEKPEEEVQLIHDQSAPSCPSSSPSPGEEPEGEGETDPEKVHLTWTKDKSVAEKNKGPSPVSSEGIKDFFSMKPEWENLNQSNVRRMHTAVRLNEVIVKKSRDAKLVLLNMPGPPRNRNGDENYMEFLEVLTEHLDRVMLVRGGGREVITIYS
Thrombin inh = thrombin (human) inhibition; P00734; AID 1046; inhibition, % at 5 µM; alpha-thrombin, Boc-VPR-AMC fluorogenic substrate cleavage; 0.26% of 220,000 active;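 active means inhibition at or above 40%; inactive means inhibition below 40%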;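 further: 0% = enzyme with no compound and 100% = wells without enzyme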
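Material: human alpha-thrombin protein; Also added: Boc-VPR-AMC substrate, 15 µM final; Timing: enzyme reaction carried out at room temperature; Signal: fluorescence, ex 355 nm, em 460 nm; Measure: % inhibition of thrombin; Controls: enzyme without compound as high, wells lacking enzyme as low.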
Hck-Nef inh = human Hck-Nef kinase inhibition. P08631. Recombinant Hck-YEEI plus Nef, Z-Lyte FRET kinase assay. inhibition, % at 20 µM. 0.68% of 220,000 active. AID 463187;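 active means Hck-Nef kinase inhibition above about 50%, limit read from the data; inactive means inhibition below that limit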;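 further: 0% = DMSO with Hck plus Nef and 100% = Hck alone without Nef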
FXIa inh 1536 = inhibitors of human coagulation factor XIa | 0.14% of 220,000 active | P03951 | purified FXIa, Boc-Glu-Ala-Arg-AMC fluorogenic substrate | inhibition, % at 5 µM;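 active means inhibition of at least 40%; inactive means inhibition below 40%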;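 further: fluorescence of freed AMC excited at 355 nm; 0% = enzyme without compound and 100% = no enzyme blank; many of its hits are not listed in these tables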
hK5 inh = blocks human kallikrein 5 protease activity. recombinant hK5, fluorogenic AMC substrate cleavage. Q9Y337. inhibition, % at 5 µM. AID 873. 0.59% of 210,000 active;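 active means inhibition of 40% or more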;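 further: 0% = enzyme controls without compound and 100% = no-enzyme blanks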
TNF death inh = inhibitors of TNF-alpha induced necroptosis in Jurkat FADD-/- cells; activation (protection from cell death), % at 10 µM; AID 463075; 0.068% of 220,000 active; Jurkat FADD-/- TNF necroptosis rescue, ATP luminescence, 24 h; 0 = TNF only, 100 = no-TNF cells;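 active means activation, meaning protection from cell death, of at least 50% relative to plate controls; inactive means activation below 50%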;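 further: necroptosis triggered by 40 ng/mL TNF-alpha added together with compound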
The depositor's hits bear a star; . = not tested or not shown. The list is partial; count on the stated rates, not on these rows.

SMILES | L929 necroptosis | Rad51 HR inh | FXIIa inh 1536 | KCC2 mod | Thrombin inh | Hck-Nef inh | FXIa inh 1536 | hK5 inh | TNF death inh
COc1ccc(NC(=O)CN2CCN(c3ccccc3Cl)CC2)cc1 | -0.5 | 5 | 10 | -0.027 | 4 | 7 | 5 | -8 | -0.6
O=C(COC(=O)c1ccncc1)NCCCc1ccccc1 | 1.3 | -5 | 8 | 0.2 | -8 | 21 | 8 | 6 | 0.2
CC(C)CNC(=O)NC(=O)COC(=O)c1cccc(NS(=O)(=O)c2ccc(F)c(F)c2)c1 | -0.7 | -2 | 14 | -2.1 | 17 | 0 | 2 | 25 | 0.9
O=c1[nH]cnc2ccc([N+](=O)[O-])cc12 | 0.8 | 11 | 1 | 1.3 | -9 | 13 | -4 | -6 | 1.7
CCCCN=C1C([N+](=O)[O-])=CC=C2C1=NC1(CCCCC1)N2O | 0.7 | 8 | 13 | -2 | -2 | 4 | 10 | -10 | -2.5
COc1ccc(CCNC(=O)c2cc(C(C)C)on2)cc1OC | 3.5 | -5 | 12 | 0.95 | -1 | 0 | 8 | 5 | 2.6
CCOC(=O)CSc1nnc(Cc2ccccc2)n1Cc1ccco1 | 0.0 | -5 | 10 | 0.57 | -2 | 1 | 4 | 0 | -2.9
CCc1ccc(NC(=S)NC2CC3CCC(C2)N3Cc2ccco2)cc1 (stereo not drawn) | -0.3 | 1 | 7 | -0.34 | -14 | -1 | 0 | -18 | -12
N#Cc1ccccc1NC(=O)CSc1nnc(-c2ccncc2)o1 | 1.0 | 13 | 4 | 0.78 | -6 | 23 | -6 | -9 | 0.8
CNC(=S)NNC(=O)CCn1nc(C)c(Br)c1C | 0.4 | . | 11 | 1.2 | -1 | 2 | -6 | -17 | -0.1
O=C1c2ccccc2C(=O)N1CCc1nn[nH]n1 | 0.0 | -2 | 3 | 0.036 | -6 | 0 | 1 | -6 | -1.5
Cc1sc2nc(SCC(=O)NCCOCCO)n(C)c(=O)c2c1C | 0.4 | -4 | 7 | -0.97 | -1 | -7 | 3 | -8 | 0.8
O=C(Nc1ccccc1Oc1ccccc1)C1CCCC1 | . | 27 | 8 | -2.3 | -2 | -2 | 1 | -4 | 0.9
COc1ccc(Cc2nc(-c3ccc(Br)o3)no2)cc1OC | 0.3 | -4 | 14 | . | -1 | -1 | 5 | -13 | 0.0
Cc1cc(C)n2nc(SCN3C(=O)c4ccccc4C3=O)nc2n1 | -0.3 | -2 | 11 | . | -1 | 4 | -5 | 0 | -0.6
CCN(CC)c1ccc(NC(=O)Cn2c(C(C)NC(=O)c3ccc(C)cc3)nc3ccccc32)cc1 (stereo not drawn) | -0.3 | . | 10 | 0.33 | -3 | 83* | 2 | 16 | 4.0
CNC(=S)N1N=C(c2ccc(C)cc2)CC1c1ccc(OC)cc1 (stereo not drawn) | -0.3 | 1 | 1 | -1.4 | -8 | 1 | -7 | 1 | 1.2
CCN(CCCNC(=O)CCc1nc(-c2ccc(OC)cc2)no1)c1cccc(C)c1 | 0.4 | 15 | 15 | . | -10 | 0 | 20 | -37 | -1.2
CN(O)/C=C1\C(=O)Nc2ccccc21 | -0.8 | 0 | 8 | -1.4 | 1 | -22 | -7 | -6 | -1.5
CCOc1ncccc1C(=O)Nc1ccc(-c2ccc3nnc(C)n3n2)cc1 | 1.2 | 14 | 2 | 0.49 | -12 | 15 | -4 | -9 | -2.5
O=C(NCN1CCc2ccccc2C1)c1ccccc1 | -0.2 | -2 | -8 | -0.45 | -6 | 0 | -5 | 2 | 0.6
O=C1CC(C(=O)Nc2ccc(Br)cc2)S/C(=N\N=C\c2ccco2)N1 (stereo not drawn) | 1.1 | -5 | 6 | 1.4 | -3 | 23 | 2 | 3 | 2.2
Cc1cc(C)n(CC(O)COCc2ccccc2)n1 (stereo not drawn) | 1.7 | 4 | 6 | . | -5 | -1 | 3 | -1 | -0.2
Cc1cc(C(=O)COc2cccnc2[N+](=O)[O-])c(C)n1-c1ccccc1 | -0.2 | 1 | 3 | 0.15 | -13 | -1 | -5 | -14 | 0.4
CCC1(CC)C(=O)NC(=O)NC1=NCCc1ccc(O)cc1 | 0.0 | -2 | 0 | . | -8 | 0 | 0 | 24 | -2.3
COc1ccc(NC(=O)c2cnn3c(C(F)(F)F)cc(-c4ccco4)nc23)cc1OC | 2.0 | . | 6 | . | -1 | 38 | -4 | 0 | -4.1
Cc1cccc(N2C(=O)C3CCC(c4ccccc4)CC3C2=O)c1 (stereo not drawn) | 0.1 | . | 5 | -0.68 | -3 | 3 | 7 | -17 | 0.9
CCOC(=O)c1c(NC(=S)Nc2ccc(F)cc2)sc2c1CCC2 | -1.6 | 0 | 13 | 0.34 | 2 | 17 | -5 | -8 | -0.1
COc1ccc(-c2cn3cc(Cl)ccc3n2)cc1OC | 1.8 | 1 | 15 | -0.64 | 1 | 1 | 4 | -33 | -4.6
CCOC(=O)N1CCN(C(=O)CSc2ccc(-c3cccc(OC)c3)nn2)CC1 | 68 | 2 | 9 | -1.3 | -4 | 20 | -2 | 1 | -0.5
CCOc1nc(Oc2cccc(C(=O)O)c2)nc(Oc2cccc(C(=O)O)c2)n1 | -0.1 | -4 | 4 | 0.54 | -2 | 3 | -1 | 11 | 0.3
COc1ccc(C(=O)NCCn2cc(SCC(=O)N3CCOCC3)c3ccccc32)cc1 | -1.4 | -5 | 15 | . | 1 | -4 | 5 | 2 | -0.9
NC(=O)Nc1ccc(F)cc1 | -0.1 | 5 | 9 | 0.47 | 2 | 2 | 0 | 1 | 0.5
c1ccc(Cc2nnc3sc(-c4ccccn4)nn23)cc1 | 0.1 | -4 | 7 | 0.66 | 1 | -9 | 4 | -10 | -0.5
O=C(NCc1ccccc1)C1=C[C@@H](c2csc3ccccc23)C[C@@H](OCCCCO)O1 | 3.3 | 2 | 12 | -1 | 4 | -6 | 11 | 13 | -10
CCCN(CCC)c1ncnc2c1cnn2-c1ccc(OC)cc1 | 0.2 | 5 | 4 | -0.05 | -5 | 0 | -4 | -11 | -0.5
CCC(C)[C@H](NC(=O)NC1CCCc2ccccc21)C(=O)OC (stereo partly drawn) | 0.9 | 20 | 10 | 0.9 | 0 | 19 | -1 | -3 | -0.1
CCN1C(=O)C(CC(=O)Nc2ccc(OC)cc2)N(Cc2cccnc2)C1=S (stereo not drawn) | 0.1 | 5 | 11 | -0.51 | -3 | -2 | 1 | -3 | -1.8
Cc1cc(OCCCCN2C(=O)NC(C)(C)C2=O)cc(C)c1Cl | 0.4 | -4 | 16 | -0.15 | 2 | -1 | 5 | -15 | 1.4
Cc1nc2c(cnn2-c2ccc(Cl)cc2)c(=O)n1-c1ccc(N2CCC(C)CC2)cc1 | -0.3 | . | 17 | 0.068 | 17 | 1 | 14 | 54* | -0.3
Cc1ccc(NCc2cccnc2)c(Br)c1 | -0.1 | . | 19 | 1.3 | 13 | 1 | 13 | 47* | -0.5
CC1CCCCN1C(=O)Cn1cnc2c1c(=O)n(C)c(=O)n2C (stereo not drawn) | -0.8 | -5 | 8 | 0.3 | -1 | -24 | 6 | -7 | -0.3
Nc1ncnc2c1ncn2C1OC(CO)C(O)C1N (stereo not drawn) | 0.1 | -4 | -1 | 0.62 | -6 | 11 | -7 | -2 | 1.9
Clc1ccccc1OCc1nc(-c2ccc(Br)o2)no1 | 0.8 | -9 | -7 | -2 | -1 | 0 | 3 | -3 | 10
CNC(=S)NNC(=O)c1cccn(Cc2ccccc2)c1=O | 1.8 | 1 | 8 | -0.29 | -3 | 19 | 2 | 1 | -0.7

Exported with two lines to a compound: 3 of the compounds above.
Values run as follows: L929 necroptosis, Rad51 HR inh, FXIIa inh 1536, KCC2 mod, Thrombin inh, Hck-Nef inh, FXIa inh 1536, hK5 inh, TNF death inh
> O=C(NCc1ccccc1)C1=C[C@@H](c2csc3ccccc23)C[C@@H](OCCCCO)O1
    3.3, 2, 12, -1, 4, -6, 11, 13, -10
> CCCN(CCC)c1ncnc2c1cnn2-c1ccc(OC)cc1
    0.2, 5, 4, -0.05, -5, 0, -4, -11, -0.5
> CCC(C)[C@H](NC(=O)NC1CCCc2ccccc21)C(=O)OC (stereo partly drawn)
    0.9, 20, 10, 0.9, 0, 19, -1, -3, -0.1

Next part.
SMILES | L929 necroptosis | Rad51 HR inh | FXIIa inh 1536 | KCC2 mod | Thrombin inh | Hck-Nef inh | FXIa inh 1536 | hK5 inh | TNF death inh
C[n+]1cccc(/C=N/Nc2nc(Cl)c(C#N)c(Cl)c2Cl)c1 | 0.2 | . | 3 | 0.85 | -9 | -30 | 1 | 2 | 2.1
CCc1ccccc1NC(=O)c1cc2sccc2n1C | 0.4 | 10 | 8 | -0.78 | -8 | 0 | -3 | -2 | -0.7
O=C(O)C1=C[C@H](c2cccs2)C[C@H](OCc2ccc(CO)cc2)O1 | -0.5 | -2 | 8 | 0.1 | 3 | 29 | 3 | 3 | -1.2
Cc1cc(/C=C2\SC(=Nc3ccc(F)cc3)NC2=O)c(C)n1-c1ccc(S(N)(=O)=O)cc1 | 5.5 | -13 | 17 | -0.2 | 2 | 65* | 7 | 7 | -18
Cc1nn(Cc2ccccc2Cl)c(C)c1C(=O)NCc1ccco1 | 0.8 | 5 | 27 | . | 5 | 0 | 0 | -14 | 1.3
CC(=O)N(C(C)=O)c1ccc2nc(C)[nH]c(=O)c2c1 | -0.1 | 2 | 4 | -0.027 | 19 | 1 | 16 | 11 | -2.3
Cc1ccc(/C=C/c2ccc(=O)n(Cc3ccccc3Cl)n2)cc1 | -0.3 | -2 | 14 | . | -2 | -1 | 5 | 0 | 1.1
O=C(c1ccccc1)N1CCN(c2ccc([N+](=O)[O-])c(N3CCOCC3)c2)CC1 | 0.5 | 6 | 0 | -0.69 | -8 | 1 | -4 | -15 | 0.9
CCCC[C@@H]1CNC(=S)N1CCCC | -0.4 | -1 | 5 | 0.058 | -2 | -15 | -1 | 0 | 0.0
O=C1CNC(=O)N1Cc1ccc(Br)cc1 | -0.6 | 5 | -4 | 0.6 | -2 | 10 | -3 | 0 | -0.5
CCN(CC)C(=O)CSc1nnc(-c2cnccn2)n1-c1ccccc1 | 0.7 | -1 | 21 | 0.63 | -8 | 3 | 12 | -12 | 2.4
NS(=O)(=O)c1ccc(NC(=O)CSc2ccccn2)cc1 | 0.2 | -6 | 10 | 0.44 | 3 | 0 | 1 | 22 | -1.4
O=C(C1=C[C@H](c2coc3ccccc3c2=O)C[C@H](OCc2ccc(CO)cc2)O1)N1CCN(Cc2ccc3c(c2)OCO3)CC1 | -0.3 | 1 | 3 | -0.079 | 2 | 5 | 2 | -2 | 0.9
COc1cc(OC)cc(C(=O)NNC(=S)Nc2ccc(S(N)(=O)=O)cc2)c1 | 0.9 | -3 | 6 | 0.49 | -5 | 11 | -4 | -6 | -1.8
CC1CN(C(=O)C(C)Sc2nc3ccccc3s2)CC(C)O1 (stereo not drawn) | 0.3 | 2 | 10 | -0.069 | 0 | 1 | 1 | -19 | -3.8
O=C(COC(=O)Cn1cnc2ccccc21)Nc1cccc2c1C(=O)c1ccccc1C2=O | 8.2 | -28 | 1 | 0.41 | -5 | 5 | -3 | -6 | -4.3
Cc1ccc(SCc2cc(=O)n(C)[nH]2)cc1 | 3.1 | 1 | 9 | -0.05 | -3 | -7 | -6 | -4 | -0.7
O=C(O)CNC(=S)N(Cc1ccccc1Cl)C1CCCCC1 | 2.2 | 1 | 3 | -0.0064 | -10 | 31 | -3 | -2 | -0.1

Source: PubChem BioAssay (several laboratories)
